MPTP inh = inhibitors of mitochondrial permeability transition pore. isolated mouse mitochondria, Ca2+ swelling absorbance, 30 min. inhibition, % at 10 µM. 360,000 compounds, 1.4% hits;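 active means inhibition of 50% or more, scaled per plate between neutral and stimulator controls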;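 further: 0% = DMSO wells given calcium and 100% = 1 mM EGTA wells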
A3A deaminase = inhibitors of human APOBEC3A DNA deaminase. P31941. inhibition, % at 20 µM. 330,000 compounds, 0.41% hits. recombinant A3A, FAM/TAMRA ssDNA deamination fluorescence;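 active means at least 40% inhibition at 20 µM here, with at most 30% in a related deaminase screen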;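 further: plate controls were A3A with DMSO for no effect and wells lacking A3A enzyme for full effect; some results filed as inactive read as strong as hits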
CXCR6 inh = CXCR6 (human) receptor inhibition; CHO-K1 PathHunter CXCR6 beta-arrestin, luminescence; O00574; AID 602244; 360,000 compounds, 0.36% hits; inhibition, % at 20 µM; in the data active means inhibition above about 34%, passing the limit was not always enough;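 further: antagonist mode with CXCL16 agonist at 10 nM final; 0% = 10 nM CXCL16 with DMSO and 100% = unstimulated wells without agonist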
Target sequence (O00574 whole entry, looked up): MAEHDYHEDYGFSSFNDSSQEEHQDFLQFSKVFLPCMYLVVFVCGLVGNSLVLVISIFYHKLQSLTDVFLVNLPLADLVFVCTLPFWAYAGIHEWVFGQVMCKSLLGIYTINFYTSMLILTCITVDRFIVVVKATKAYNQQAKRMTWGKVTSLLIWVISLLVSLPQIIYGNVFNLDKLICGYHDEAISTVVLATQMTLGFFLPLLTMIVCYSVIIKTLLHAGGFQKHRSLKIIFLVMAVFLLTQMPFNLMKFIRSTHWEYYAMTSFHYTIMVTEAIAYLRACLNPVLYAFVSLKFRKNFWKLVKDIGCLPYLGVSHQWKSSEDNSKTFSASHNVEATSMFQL
Gli-Sufu antag = Gli-Sufu pathway antagonism | 340,000 compounds, 0.74% hits | inhibition, % at 5 µM | Sufu-KO-LIGHT fibroblasts, Gli luciferase reporter luminescence | AID 588413;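 active means inhibition above about 55%, limit read from the data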;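 further: 0% = DMSO-treated cells and 100% = wells with medium but no cells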
GRIN3A LBD mod = modulates the human NR3A ligand-binding domain | NR3A LBD differential scanning fluorimetry, Tm shift; 0% = protein alone, 100% = glycine-bound protein | Tm shift relative to glycine control, % at 25 µM | 340,000 compounds, 2.5% hits | AID 1259313;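 active means melting temperature shift of at least 10% of the positive control shift, at one fixed dose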
CCR6 antagonist = CCR6 (human) receptor antagonism; CHO-K1 CCR6 PathHunter beta-arrestin, luminescence, CCL20-stimulated; inhibition, % at 20 µM; 340,000 compounds, 0.49% hits; P51684; AID 493098;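 active means compounds whose inhibition of the agonist-driven luminescence signal at 20 µM reaches about 50%, limit read from the data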;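 further: cells stimulated with CCL20 at 14 nM final; plate controls were DMSO with CCL20 for no effect and DMSO without agonist for full effect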
EBI2 block = blocks human EBI2 receptor beta-arrestin signaling; inhibition, % at 5 µM; 360,000 compounds, 0.81% hits; AID 651636; EBI2 beta-arrestin recruitment, luminescence, 7a,25-OHC stimulated; in the data active means inhibition above about 38%;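 further: enzyme fragment complementation signal reports receptor beta-arrestin coupling in cells; 0% = agonist plus DMSO wells and 100% = wells without agonist; some results beyond the cut were filed as inactive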
Target sequence (P32249 whole entry, looked up, the tested form may be a part): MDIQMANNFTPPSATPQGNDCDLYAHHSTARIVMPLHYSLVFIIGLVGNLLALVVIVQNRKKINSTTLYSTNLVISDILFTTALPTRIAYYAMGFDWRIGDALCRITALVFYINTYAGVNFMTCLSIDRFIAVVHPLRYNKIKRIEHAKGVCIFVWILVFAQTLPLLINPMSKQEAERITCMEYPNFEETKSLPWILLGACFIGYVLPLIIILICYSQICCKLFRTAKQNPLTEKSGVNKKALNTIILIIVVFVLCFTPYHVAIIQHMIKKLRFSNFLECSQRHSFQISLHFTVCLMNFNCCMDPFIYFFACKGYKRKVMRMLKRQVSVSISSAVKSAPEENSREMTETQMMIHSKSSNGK
A3G deaminase = APOBEC3G (human) deaminase inhibition; Q9HC16; recombinant A3G, ssDNA deamination FAM/TAMRA fluorescence; inhibition, % at 20 µM; 330,000 compounds, 0.28% hits; AID 493012;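 active means inhibition of at least 40% at 20 µM, with no more than 30% in the related APOBEC3A deaminase screen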;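 further: plate controls were DMSO wells with A3G for no effect and wells lacking A3G enzyme for full effect; some compounds called inactive have numbers as strong as hits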
Target sequence (Q9HC16 whole entry, looked up): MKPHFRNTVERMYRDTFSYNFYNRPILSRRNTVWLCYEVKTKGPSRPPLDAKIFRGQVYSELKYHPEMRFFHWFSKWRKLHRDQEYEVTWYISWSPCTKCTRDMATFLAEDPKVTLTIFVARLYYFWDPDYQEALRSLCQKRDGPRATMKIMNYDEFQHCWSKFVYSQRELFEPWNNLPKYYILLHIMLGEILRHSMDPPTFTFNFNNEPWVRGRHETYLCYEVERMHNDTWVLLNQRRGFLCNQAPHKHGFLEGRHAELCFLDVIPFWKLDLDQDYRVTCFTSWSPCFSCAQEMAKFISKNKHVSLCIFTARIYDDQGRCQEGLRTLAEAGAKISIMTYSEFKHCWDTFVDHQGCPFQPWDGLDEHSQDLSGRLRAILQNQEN
Numbers without * were called inactive; nt = not tested or not shown.

structure	MPTP inh	A3A deaminase	CXCR6 inh	Gli-Sufu antag	GRIN3A LBD mod	CCR6 antagonist	EBI2 block	A3G deaminase
O=C(Nc1cccc(-c2cccc(F)c2)c1)C1CCN(C2CCOCC2)CC1	3.4	-5	-7	-8	0	9	-5	-5
COc1ccc(-c2cn[nH]c2-c2ccc(OC)cc2O)cc1	1.8	5	-8	-14	nt	3	6	-5
COc1cc(C(C)=O)ccc1OCC(O)CN1CCN(c2ccc(F)cc2)CC1 (centres undefined)	3.0	-3	3	20	-1	10	5	-10
CC(=O)OC1CCC2C3CCc4cc(O)ccc4C3CCC12C (centres undefined)	0.2	nt	-8	2	-11	2	18	nt
COc1ccc(OC)c(NC(=O)c2nc3ccccc3s2)c1	3.1	1	7	-23	-4	4	19	3
Cc1ccc(NC(=O)[C@@H](NC(=O)c2cccc(S(=O)(=O)N3CCOCC3)c2)C(C)C)cc1C	1.9	-7	12	-7	1	14	1	-10
COc1ccc(CN(CC(=O)NCc2ccccc2)C(=O)CCC(=O)Nc2nccs2)cc1	0.9	-5	2	2	-2	-5	1	-15
COc1ccc(OCC(=O)Nn2c(-c3ccc(C)cc3)nc3ccccc3c2=O)cc1	1.6	4	1	-2	-1	-4	-4	-6
Cc1cc(C)n2nc(C(=O)OCC(=O)N(CC(C)C)CC(C)C)nc2n1	-0.8	-2	2	0	0	4	-2	-4
COc1ccccc1CNC(=O)CN1C(=O)NC(c2ccccc2)(c2ccc(C)c(C)c2)C1=O (centres undefined)	-1.0	4	-9	-20	-404	8	35	6
CN(c1ccccc1C(=O)Nc1cccc(C(F)(F)F)c1)S(C)(=O)=O	-0.8	2	5	-4	-2	-15	2	-4
CSc1nc(N)n2nc(-c3ccccc3)cc2n1	0.7	-2	-7	-49	-22	-18	-4	-6
CCOc1cc(/C=C2\NC(=O)NC2=O)cc([N+](=O)[O-])c1O	1.5	2	22	6	0	36	8	1
COc1ccc(C2CC(=O)c3c(O)cc(O)cc3O2)cc1O (centres undefined)	-1.7	nt	3	-3	-8	10	2	nt
NC(=O)CC(NC(=O)Cc1cccc2ccccc12)c1ccc(NC2CCCCC2)c([N+](=O)[O-])c1 (centres undefined)	1.8	-6	8	-7	-2	23	6	-9
CCOC(=O)C(=CNc1ccc(OC)cc1[N+](=O)[O-])C(=O)OCC	0.8	1	4	2	2	-28	-50	2
CCCS(=O)(=O)N1CCN(CC2CC=CCC2)CC1 (centres undefined)	0.1	-3	1	2	-2	6	-2	-2
O=C(CCS(=O)(=O)c1ccccc1)Nc1ccc(Cl)cn1	-1.8	20	-4	-25	-1	-6	5	2
COC(=O)c1ccccc1NC(=O)Nc1ccc(C(=O)N2CCCC2)cc1	0.1	2	4	4	-1	3	-7	5
COC(=O)c1ccc(C(=O)OC)c(NC(=O)COC(=O)C2CCC(C(C)(C)C)CC2)c1 (centres undefined)	2.9	2	6	1	1	5	5	3
CCN(C(=O)COC(=O)/C=C/c1cccc([N+](=O)[O-])c1)c1c(N)n(Cc2ccccc2)c(=O)[nH]c1=O	-1.3	0	-2	1	-1	4	-12	-4
COc1ccccc1NS(=O)(=O)c1cc(C(=O)N2CCCC2)ccc1C	-0.2	-1	-1	-1	3	11	-12	-9
CCN(CC)c1cc(C)c2cc(NC(=O)c3cccs3)ccc2n1	-2.0	-3	13	7	-15	-2	4	-4
Cc1ccn2cc(CCNC(=O)c3ccc(Br)o3)nc2c1	-2.6	-4	-12	0	4	4	6	-7
C=CCc1cc(C=Nc2ccc(N3CCOCC3)cc2)cc(OCC)c1O	-0.1	nt	3	2	-1	-24	-2	nt
CC1CCCC12NC(=O)NC2=O (centres undefined)	0.6	nt	8	-2	2	9	-7	nt
Cc1cc(C)cc(N(CC(=O)NC2CCCC2)C(=O)CNC(=O)c2ccco2)c1	0.7	-3	3	-14	-1	13	-1	-3
O=C(CNC(=O)c1ccc(Br)o1)NNC(=O)c1ccccc1O	-1.5	-2	-11	-11	-1	1	-5	-3
O=C(O)C1CCCCC1C(=O)NCCc1ccccc1 (centres undefined)	-0.5	-7	2	3	-1	-11	-2	-7
COC(=O)c1ccc(C(=O)Nc2ccc(C(C)C)cc2N)cc1	2.7	-4	5	-5	-3	7	9	-6

Three entries out of the list, ordered by length of the SMILES, low to high:
structure	MPTP inh	A3A deaminase	CXCR6 inh	Gli-Sufu antag	GRIN3A LBD mod	CCR6 antagonist	EBI2 block	A3G deaminase
CC1CCCC12NC(=O)NC2=O (centres undefined)	0.6	nt	8	-2	2	9	-7	nt
Cc1cc(C)n2nc(C(=O)OCC(=O)N(CC(C)C)CC(C)C)nc2n1	-0.8	-2	2	0	0	4	-2	-4
COC(=O)c1ccc(C(=O)OC)c(NC(=O)COC(=O)C2CCC(C(C)(C)C)CC2)c1 (centres undefined)	2.9	2	6	1	1	5	5	3

Further structures
structure	MPTP inh	A3A deaminase	CXCR6 inh	Gli-Sufu antag	GRIN3A LBD mod	CCR6 antagonist	EBI2 block	A3G deaminase
COc1ccc(Cl)cc1Nc1nnc(-c2ccncc2)s1	0.5	16	9	-3	5	10	2	14
CCOn1c(=O)c(-c2cccc([N+](=O)[O-])c2)[n+]([O-])c2ccccc21	1.1	-9	-14	-7	-1	0	-2	-6
O=C(N/N=C/CCc1ccccc1)c1ccc(CN2c3cccc4cccc(c34)S2(=O)=O)cc1	0.4	-2	-12	2	1	7	6	-3
N#C/C(=C\c1cn(CC(=O)N2CCCC2)c2ccccc12)C(=O)NCc1ccc2c(c1)OCO2	-9.8	-1	6	2	0	-4	-11	-7
CCN(CC1COc2ccccc2O1)C(=S)Nc1ccccc1 (centres undefined)	0.4	0	-2	-4	2	1	-4	-2
C=CCc1cccc(/C=N/NC(=O)C(C)Nc2ccc(C)cc2)c1O (centres undefined)	80*	0	-6	-3	7	29	41*	-2
Cc1ccc(N(CCC#N)C(=O)COC(=O)c2nc3nc(C)cc(C)n3n2)cc1	-0.1	-2	-8	-1	0	12	-4	-6
[O-]C(=C(C(=S)Nc1cccc2ccccc12)[n+]1cccc(CO)c1)c1ccc(Cl)s1	0.3	nt	-3	9	-2	13	-11	nt
Cc1ccccc1NC(=O)COC(=O)CNC(=O)c1sc2ccccc2c1Cl	-1.0	0	-3	5	-23	2	-4	-3
O=C(NCc1cccs1)c1cccn2c(=O)c3sccc3nc12	1.7	5	-1	1	0	2	5	1
Cc1cccc(N2N=C(C(=O)N3Cc4ccccc4CC3C(N)=O)CCC2=O)c1 (centres undefined)	-1.1	-1	-2	1	2	-2	3	-5
CCOC(=O)c1c(S(=O)(=O)N2CCN(Cc3ccccc3)CC2)c(C)n(C)c1C	-0.1	-3	6	3	1	11	-2	-5
Cc1csc(SCC(=O)Nc2cc(C(C)(C)C)nn2-c2ccccc2)n1	-0.6	-5	-3	13	2	-5	2	-4
Cn1nc(C(=O)NCC(c2cccs2)N2CCOCC2)c2ccccc2c1=O (centres undefined)	-0.9	-2	6	7	2	5	-1	-7
Cc1ccccc1NS(=O)(=O)c1cc(OCC(N)=O)c(C)cc1Cl	0.2	-3	1	-9	0	9	4	-15
COc1cc2c(oc(=O)c3cc(C)cc(OC)c32)c2c(C3OC(C)C(O)C(C)(O)C3O)ccc(O)c12 (centres undefined)	1.1	nt	-2	0	-1	4	-8	nt
CCOc1ccc2nc(-c3ccccc3)[nH]c2c1	2.4	-5	-3	-103	1	1	2	-6
COc1ccc(S(=O)(=O)Nc2ccc(O)c3ccccc23)cc1	11	1	4	32	-2	28	-2	-3
CC(CC1CC(C)(C)OC1=O)C(=O)Nc1ccc([N+](=O)[O-])cc1 (centres undefined)	0.2	2	-7	-4	-1	3	9	-5
Cc1ccnc(NS(=O)(=O)c2ccc(NC(=O)c3ccc4c(c3)OCCO4)cc2)n1	-2.7	0	-2	-6	3	-2	1	-8
O=C(Nc1ccccc1)c1cc(-n2cnnc2)ccc1Cl	-1.2	-2	4	3	-1	-11	2	-5
COc1ccc(CCNC(=O)c2cc3ccccc3oc2=O)cc1	0.0	0	14	10	1	-4	5	-5
CSCCC(=O)N1CCCC(N2CCN(c3cccc(C(F)(F)F)c3)CC2)C1 (centres undefined)	0.6	-1	-1	22	-1	20	13	-5
C/C(=N/NC(=O)c1ccc(Cl)cc1Cl)c1cccnc1	1.0	-1	-4	-6	1	5	14	-9
COc1ccc(C(=O)N[C@H](C(=O)N2CCN(c3ccccc3F)CC2)C(C)C)cc1	1.2	1	-10	-2	1	-2	-3	-2
Cc1cc(C)c(-c2cc(NC(=O)COC(=O)c3ccc(NC(=O)CC#N)cc3)n(-c3ccccc3)n2)cc1C	-2.2	-2	1	-17	27*	5	18	0
O=C(COC(=O)CCC1CCCC1)Nc1ccccc1Br	1.0	1	-8	1	3	0	6	1
O=C(NCCOc1ccccc1F)c1cccc(S(=O)(=O)N2CCN(c3ccccc3)CC2)c1	0.6	7	4	6	-1	10	12	-4
CCn1c(SCC(=O)NCC2CCCO2)nc2c(c1=O)SCC2 (centres undefined)	-1.3	-6	-2	-4	2	5	-15	-9
Cc1cc(-n2c(C)cc(C(=O)COc3cccnc3[N+](=O)[O-])c2C)no1	0.3	2	-3	0	0	17	21	-4

Four records drawn at random from those above, as already listed:
structure	MPTP inh	A3A deaminase	CXCR6 inh	Gli-Sufu antag	GRIN3A LBD mod	CCR6 antagonist	EBI2 block	A3G deaminase
CSCCC(=O)N1CCCC(N2CCN(c3cccc(C(F)(F)F)c3)CC2)C1 (centres undefined)	0.6	-1	-1	22	-1	20	13	-5
Cc1ccnc(NS(=O)(=O)c2ccc(NC(=O)c3ccc4c(c3)OCCO4)cc2)n1	-2.7	0	-2	-6	3	-2	1	-8
N#C/C(=C\c1cn(CC(=O)N2CCCC2)c2ccccc12)C(=O)NCc1ccc2c(c1)OCO2	-9.8	-1	6	2	0	-4	-11	-7
O=C(Nc1ccccc1)c1cc(-n2cnnc2)ccc1Cl	-1.2	-2	4	3	-1	-11	2	-5

(continued)
structure	MPTP inh	A3A deaminase	CXCR6 inh	Gli-Sufu antag	GRIN3A LBD mod	CCR6 antagonist	EBI2 block	A3G deaminase
CCOC(=O)C1CCN(c2c(NCc3ccc(C(=O)NCCOC)cc3)c(=O)c2=O)CC1	-3.2	3	-2	-1	0	-9	3	-4
O=C(CN1CCN(Cc2ccc3c(c2)OCO3)CC1)Nc1ccc(F)cc1	-0.8	4	-10	3	-1	13	3	4
O=c1[nH]n(Cc2ccccc2)c2ccccc12	-0.1	-8	-7	-8	-3	-1	0	-11
Cc1ccc(SC(C)C(=O)NC2CC2)cc1 (centres undefined)	1.3	-6	-12	-1	0	4	-12	-7
CCN(CC)S(=O)(=O)c1cc(C)ccc1NC(=S)Nc1cccnc1	53*	3	-4	9	-2	16	3	-3
COc1ccc(S(=O)(=O)Cc2ccc(C(=O)N3CCN(c4ncccn4)CC3)o2)cc1	-1.2	1	4	-3	-1	-4	-1	-3
O=C(/C=C/c1cccnc1)c1ccc(NC(=O)c2cccc(Br)c2)cc1	-3.0	-5	9	20	26*	23	-3	-7
COCCN(C(=O)CSc1nc2nc(C)cc(C)n2n1)c1c(N)n(Cc2ccccc2)c(=O)[nH]c1=O	-1.2	3	-5	13	-2	7	-6	-6
Cc1cc(NC(=O)CSCC(=O)Nc2nc3ccccc3[nH]2)no1	-3.2	-1	-8	8	-2	9	-3	-6
CCOc1ccc(Oc2ccc(C(F)(F)F)cc2N)cc1	6.5	-1	-2	-35	-10	16	14	-5
Cc1cc(C)cc(NC(=O)CSc2n[nH]c(-c3cccnc3)n2)c1	0.5	-2	7	4	3	6	4	-7
CNC(=O)CO/N=C/c1ccc(N(C)C)cc1	-0.1	-4	3	-8	-1	2	-12	-11
Cc1nn(-c2ccc(F)cc2)c(Cl)c1/C=C1\C(=O)Nc2ccccc21	13	-3	-3	5	-14	29	24	-6

Source: PubChem BioAssay
